# Source: PubChem (Broad Institute)
# RAD54 branch – inhibitors of human RAD54 branch migration | RAD54 Holliday junction branch migration, FAM/BHQ fluorescence | inhibition, % at 10.4 µM | actives 0.14% (n = 360,000);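 active means mean normalized replicate activity at least 40 and at least half of replicates scoring 40 or more; inconclusive means only one of the two criteria met; inactive means mean below 40 and under half of replicates reaching 40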;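 further: 0% = median of neutral control wells and 100% = median of positive control wells; inhibitors cause a drop in the FAM fluorescence signal; in these data hits start at about 50%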
# EWS-Fli inh – EWS/Fli transcriptional activity inhibition. A673 NR0B1-luciferase reporter, viability-normalised. inhibition, % at 12.6 µM. actives 0.67% (n = 350,000). AID 651661;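 active means mean inhibition of at least 50% after viability correction, with every replicate also passing that limit; inconclusive means mean reaches 50% but only one of two replicates passes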;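 further: firefly luciferase signal divided by Alamar Blue viability fluorescence both relative to DMSO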
# XiGFP reactiv – reactivates the inactive X chromosome in mouse fibroblasts. XiGFP mouse fibroblasts, % GFP-positive cells imaging, 3 d; cells co-treated with 5-aza-dC sensitizer; scaled so ellipticine positive control = 100%. activation, % at 7.58 µM. actives 0.055% (n = 360,000). AID 743238;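 active means mean normalized replicate activation at least 10% and every replicate at or above 10%; inconclusive means only one of the two criteria met; inactive means mean below 10% and not all replicates reach 10%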;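 further: 0% = median of on-plate neutral control wells and 100% = ellipticine 6 µM median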
#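 material = 68-5-11 XiGFP fibroblast line | medium = DMEM plus 5-aza-dC sensitizer | schedule = 3 days compound exposure | benchmarks = positive control ellipticine, 6 µM final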
# E-sel inducer – E-selectin induction on HUVECs. actives 0.37% (n = 260,000). HUVEC E-selectin immunofluorescence imaging; normalized: neutral wells 0, TNF-alpha wells 100. P16581. activation, % at 7.58 µM;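 active means mean E-selectin-positive cell signal at least 10% of the positive control, reached in at least 60% of replicates, without over 20% cell loss; inconclusive means no rule given, readout overlaps actives, possibly toxicity-flagged; inactive means the rest, including those meeting only one limit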;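 further: in these data hits start at about 27%; measured in HUVEC primary endothelial cells; signal is the percent of cells scored E-selectin positive by PE staining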
#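 material = human umbilical vein endothelial cells (HUVEC), E-selectin induction | quantity = 3,000 cells/well | medium = EGM-2 growth medium on 0.1% gelatin-coated wells | technique = immunofluorescence imaging | read-out basis = % PE-positive cells | control set = TNF-alpha positive control, DMSO neutral control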
# FN deposition inh – fibronectin deposition inhibition; inhibition, % at 12.6 µM; AH1F fibroblasts, Alexa488-fibronectin deposition fluorescence, overnight; actives 0.086% (n = 350,000);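 active means mean inhibition across replicates of 30% or more, regardless of how many single replicates reach that level; inconclusive means mean under 30% yet at least half of replicates reach 30%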;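 further: positive control wells lacked labelled fibronectin entirely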
#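 Assay system: AH1F fibroblasts assembling fluorescent fibronectin matrix; Amount: 10000 AH1F cells per well; Buffer or medium: DMEM, 2% serum; Probe or stimulus: Alexa488-fibronectin, 24 nM final in well; Doses: single compound dose, delivered by pin transfer; Incubation: 1 h adhesion, overnight exposure; Measured by: fluorescence 485/525 nm; Read-out: fibronectin deposition inhibition.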
# S100A4 MyoIIA – S100A4-myosin IIA interaction inhibition | P26447 | S100A4/TAMRA-MyoIIA peptide fluorescence polarization | inhibition, % at 10.7 µM | actives 0.14% (n = 360,000);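 active means mean inhibition of at least 70% across replicates, with every replicate also reaching that level; inconclusive means mean inhibition reaches 70% but some replicates fall short; inactive means mean inhibition below 70%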
# Target sequence (P26447 whole entry, looked up): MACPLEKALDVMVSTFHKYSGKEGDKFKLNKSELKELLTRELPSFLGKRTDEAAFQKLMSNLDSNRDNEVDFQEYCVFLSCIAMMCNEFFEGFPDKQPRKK
#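 Material: S100A4 monomer protein / Buffer or medium: 50 mM HEPES pH 7.2, 10 mM CaCl2, 100 mM KCl / Times: 5 min incubation before reading / Benchmarks: neutral control DMSO, positive control TFP / Reagent: labelled myosin peptide probe, 5 nM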
# RAD52 inh – blocks human RAD52 DNA annealing | recombinant RAD52 DNA annealing, FRET fluorescence | AID 651710 | actives 0.46% (n = 360,000) | inhibition, % at 18.7 µM;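 active means every replicate showing at least 50% inhibition; inconclusive means mean inhibition at least 50% but not in every replicate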
# Target sequence (P43351 whole entry, looked up): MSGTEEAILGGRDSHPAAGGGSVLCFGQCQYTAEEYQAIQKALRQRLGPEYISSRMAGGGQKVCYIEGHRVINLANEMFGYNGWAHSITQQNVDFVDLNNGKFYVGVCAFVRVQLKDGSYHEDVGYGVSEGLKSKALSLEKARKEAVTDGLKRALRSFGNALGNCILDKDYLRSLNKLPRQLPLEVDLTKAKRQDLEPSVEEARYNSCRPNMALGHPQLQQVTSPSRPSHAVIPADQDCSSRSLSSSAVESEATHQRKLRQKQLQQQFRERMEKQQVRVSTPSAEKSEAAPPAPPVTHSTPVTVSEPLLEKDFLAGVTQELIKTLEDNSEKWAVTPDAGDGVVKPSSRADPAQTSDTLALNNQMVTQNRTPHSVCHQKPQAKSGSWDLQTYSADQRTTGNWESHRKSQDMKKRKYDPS
# esBAF inh – SWI/SNF esBAF complex inhibition; mouse ES cells, Bmi1-luciferase knock-in reporter, 24 h; 100% = twice the neutral-well signal; reporter increase, % at 12.5 µM; actives 2% (n = 350,000); AID 602393; in the data active means activation above about 40%; inconclusive means no clear call, values can overlap the other calls;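 further: 0% = median of the plate's neutral control wells and 100% = double that signal; a rise in the Bmi1 reporter signal indicates esBAF inhibition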
# Numbers without * were called inactive; u = inconclusive; x = not tested or not shown; & = joins results of further samples. Hits appear at their usual frequency, and some 3% of all compounds hit somewhere here.
SMILES,RAD54 branch,EWS-Fli inh,XiGFP reactiv,E-sel inducer,FN deposition inh,S100A4 MyoIIA,RAD52 inh,esBAF inh
CCCCCCC(C)n1cc(C(C)=O)c(=O)n(C)c1=O (configuration not stated),x,7.6,0.0,x,-2.0,5.9,-13.9,x
Cc1cc(C(=O)NNC(=S)NCc2ccccc2)cs1,-3.0,x,-0.1,0.3,19.3,x,x,x
COc1cccc(-c2ccc3c(c2)[C@H]2[C@H](CCN2C(=O)C2CCOCC2)[C@H](CO)N3)c1,-2.7,-10.8,0.0,-0.5,13.5,19.1,-52.0,2.3
COc1ccccc1C(=O)NCc1ccc2c(c1)OCO2,4.6,-27.3,x,x,x,-0.9,3.2,7.1
O=C1OCC2=C1C(c1ccc(F)cc1)Sc1ccccc1N2 (configuration not stated),1.7,-4.3,x,x,x,-21.4,-5.4,21.1
CCCCOC(=O)c1nnc(-c2ccccc2)o1,x,21.5,0.0,x,0.3,11.4,-1.8,x
Cc1ccnc(OC(C(=O)O)C(OCc2ccccc2)(c2ccc(F)cc2)c2ccc(F)cc2)n1 (configuration not stated),4.6,-32.7,0.0,4.4,2.4,2.9,-1.1,2.0
O=C(COc1cccnc1[N+](=O)[O-])NCc1ccc(F)cc1,-4.2,-0.3,0.0,-0.1,3.5,-8.2,-13.7,3.3
O=C(C1CCCC1)N1C[C@@H]2N[C@H](C1)C2c1ccc(-c2cccc(F)c2)cc1 (some centres not stated),x,-4.0&0.5,0.1&0.0,0.0&0.7,3.9&-9.1,3.8,7.7&1.6,x
Cc1ccc(C(O)c2nc3ccccc3n2C)cc1 (configuration not stated),5.1,-11.1,0.1,0.7,-2.7,1.5,-13.9,-2.4
COc1ccc(-n2c(=S)[nH]c3c(sc(=S)n3-c3ccccc3)c2=O)c(OC)c1,-4.9,-3.8,0.1,x,x,-0.4,-12.7,-5.6
C[C@@H]1CCCCO[C@H](CN(C)S(=O)(=O)c2cn(C)cn2)[C@H](C)CN([C@@H](C)CO)C(=O)c2cc(NC(=O)CCCCCC(=O)Nc3ccccc3N)ccc2O1,3.7,-3.3,-0.7,0.2,x,-0.1,-35.8,-1.1
CC(C)(C)NC(=O)NC(=O)COC(=O)c1c(F)cccc1Cl,7.6,-12.0,0.4,0.2,-2.4,-2.9,-8.1,50.2*
CC(C(=O)O)c1ccc(C(=O)c2ccccc2)s1 (configuration not stated),-22.1,-21.4,-0.1,-0.3,1.1,-1.4,-26.6,12.3
CS(=O)(=O)N(CC(=O)N1CCN(c2ccccc2F)CC1)c1cccc(C(F)(F)F)c1,-8.2,7.6,x,x,x,-4.9,-7.4,7.6
Cn1c(=O)c(C(=O)NCc2ccccc2Cl)c(O)c2ccccc21,-10.9,-3.2,0.0,0.3,-2.4,-0.2,-9.4,u
O=Cc1cccn1-c1cccnc1,3.5,7.1,0.0,-0.1,3.9,-3.5,-13.8,x
O=S(=O)(NCC[C@@H]1CC[C@H](NS(=O)(=O)c2cccc(F)c2)[C@@H](CO)O1)c1cccc(F)c1,x,-5.5,0.1&0.3,-5.9,9.4,5.1,5.6,x
O=C(O)CCC(=O)N1CCN(Cc2ccc3c(c2)OCO3)CC1,2.3,1.1,0.1,0.0,-1.7,-3.4,-6.1,-6.7
O=C(/C=C/c1cccc([N+](=O)[O-])c1)OCC1CCCO1 (configuration not stated),-14.4,-10.9,0.0,3.4,0.6,3.6,2.6,1.7
CC(C#N)(Cc1ccccc1)Nc1ccccc1 (configuration not stated),x,2.4,0.2,x,-4.7,-1.9,1.8,x
C/C(=N\NC(=O)c1ccc(-c2ccccc2)cc1)c1cccc(N)c1,1.5,1.4,0.0,0.4,4.5,-4.9,-9.9,4.1
Cc1cccc(OCCC(=O)NNC(=O)Cn2nc(C)cc2C)c1,5.7,7.1,-0.1,x,1.4,2.3,0.7,-8.0
COc1ccc2c3c([nH]c2c1)[C@H](CO)N(Cc1cccc(Cl)c1)CC31CN(C)C1,x,-5.3,0.1,-0.1,x,-2.1,55.7*,x
C[C@@H](NC(=O)C[C@@H]1C=C[C@H](NC(=O)CN2CCOCC2)[C@@H](CO)O1)c1ccccc1,0.9,-4.2,0.1,-0.1,-3.9,16.7,-4.6,-1.4
CCC(=O)Nc1ccc2c(c1)C(=O)N(C)C[C@H](OC)[C@@H](C)CN(C(=O)COC)[C@@H](C)CO2,-11.6,2.5,-0.3,0.0,-2.8,-32.0,-17.8,-1.8
COc1cc(CN2C[C@@H](CO)O[C@@H](n3cnc4c(N5CCOCC5)ncnc43)C2)cc(OC)c1OC,3.4,-0.2,0.0,0.4,3.0,-2.3,-8.7,-3.1
CC(C)(C(=O)O)c1ccc([C@H](O)CCCN2CCC(C(O)(c3ccccc3)c3ccccc3)CC2)cc1,-14.5,2.3,-0.1,0.5,-4.5,17.7,-1.2,-2.5
Cc1ccccc1S(=O)(=O)N[C@H]1CC[C@H](CCNS(=O)(=O)c2cccc(F)c2)O[C@@H]1CO,-1.1,0.8,-0.1,-0.5,-8.0,-1.5,0.9,3.3
O=C(Cc1ccc(F)cc1)Nc1ccc(S(=O)(=O)N2CCCCC2)cc1,x,17.4,0.0,x,4.2,-7.5,-14.4,x
O=C(N/N=C/c1ccccc1)c1ccc2c(c1)OCO2,-8.0,-15.4,0.0,x,-1.9,0.1,-0.5,-22.6
CCC(C(=O)Nc1nc(C)c(C)s1)c1ccccc1 (configuration not stated),0.1,-1.5,-0.1,x,2.5,-4.0,-8.8,-2.0
Cc1cccc(S(=O)(=O)N2CC[C@@H]3[C@@H](CO)Nc4ccc(-c5ccccc5F)cc4[C@@H]32)c1,-4.3,1.3,0.1,-0.1,3.3,x,x,0.6
COc1ccc(/C=C(/C(=O)N2CCCCC2C(=O)O)c2ccc(OC)c(OC)c2)cc1 (configuration not stated),-9.8,4.6,0.0,-0.1,-22.7,-2.6,-1.2,3.2
Cc1ccc(S(=O)(=O)N(C)C[C@@H]2OCCCC[C@H](C)Oc3ccc(NC(=O)NC4CCCCC4)cc3C(=O)N([C@@H](C)CO)C[C@H]2C)cc1,-2.8,4.7,0.4,-0.3,4.5,-1.1,0.8,-6.3
O=C(C1CCCN1S(=O)(=O)c1cccc2cccnc12)N1CCc2ccccc21 (configuration not stated),-11.7,2.2,0.0,x,-11.2,-1.0,-15.6,6.2
Cc1ccc(S(=O)(=O)N[C@@H]2CC[C@@H](CC(=O)NCc3ccc(Cl)c(Cl)c3)O[C@@H]2CO)cc1,2.1,-3.1,-0.2,-0.5,x,-5.3,-3.7,10.0
COC(=O)[C@H](CC(C)C)NC(=O)CCc1nnc(COc2ccccc2)o1,x,-7.2,0.0,x,1.6,4.7,-12.9,x
C=CCn1ccc(=NC=C(C#N)C#N)c2ccccc21,-0.2,0.5,0.1,0.7,-5.3,7.0,-267.2,x
Cc1ccc(S(=O)(=O)N(C)C[C@H]2Oc3c(NC(=O)NC4CCCCC4)cccc3C(=O)N([C@@H](C)CO)C[C@@H]2C)cc1,-1.7,0.9,-0.9,-0.1,x,-3.9,5.3,1.9
COc1ccccc1NC(=O)N1C[C@H]2[C@@H](c3ccccc31)[C@@H](CO)N2CC1CCCC1,-12.2,1.4,0.3,0.4,x,3.3,-11.6,-4.0
CC(NC(=O)CN1C(=O)NC(c2ccccc2)(c2ccccc2)C1=O)c1cccs1 (configuration not stated),2.6,6.6,-1.1,0.6,2.7,-2.2,-2.5,-1.3
COc1ccc(C(=O)OCC(=O)Nc2ccc3[nH]c(=O)[nH]c3c2)c(OC)c1OC,x,-6.7,0.0,x,x,2.8,-1.3,x
COc1cc(C(c2c(C)[nH][nH]c2=O)c2c(C)[nH][nH]c2=O)cc(Cl)c1O,-1.7,-8.1,0.2,x,3.0,-3.9,-9.2,-2.2
C[C@H](CO)N1C[C@H](C)[C@H](CN(C)Cc2ccc(Oc3ccccc3)cc2)Oc2ccc(NC(=O)Nc3ccc(F)cc3)cc2C1=O,1.8,10.7,0.4,-9.1,x,2.0,31.3,2.6

# Copied from the list:
# Cc1ccnc(OC(C(=O)O)C(OCc2ccccc2)(c2ccc(F)cc2)c2ccc(F)cc2)n1 (configuration not stated) in E-sel inducer is entered as 4.4
# Cc1cccc(S(=O)(=O)N2CC[C@@H]3[C@@H](CO)Nc4ccc(-c5ccccc5F)cc4[C@@H]32)c1 in E-sel inducer is entered as -0.1

# Next entries.
SMILES,RAD54 branch,EWS-Fli inh,XiGFP reactiv,E-sel inducer,FN deposition inh,S100A4 MyoIIA,RAD52 inh,esBAF inh
NC(=O)Cn1nnc(-c2ccc(NC(=O)c3ccc(F)cc3)cc2)n1,x,-108.5,0.3,x,-7.2,1.2,-5.7,x
COc1ccc(NC(=O)N(C)C[C@@H]2Oc3ccc(NC(=O)Nc4ccccc4)cc3CC(=O)N([C@@H](C)CO)C[C@H]2C)cc1,-1.4,-6.5,0.0,0.2,-11.0,2.3,-3.1,-1.4
C[C@H]1CN([C@@H](C)CO)C(=O)c2cc(-c3ccccc3)cnc2O[C@@H]1CN(C)C(=O)Nc1ccc2c(c1)OCO2,2.9,-1.8,0.1,0.1,x,11.4,0.2,3.3
Cc1cc(C)cc(Oc2ccc(NC(=O)C3CC=CCC3C(=O)O)cc2)c1 (configuration not stated),11.9,6.1,0.0,x,-6.8,16.1,-10.8,-6.8
O=C(CCN1C(=O)/C(=C\c2ccc(F)cc2)SC1=S)Nc1ccc(O)cc1,0.3,19.3,0.3,x,1.4,-1.3,-9.8,4.9
COc1ccc(COC(=O)C2=C(C)NC(=O)NC2c2ccc(O)c(OC)c2)cc1 (configuration not stated),5.4,0.7,x,x,x,-0.3,-17.6,8.5
CCCN1CCC(=O)N([C@H](CO)c2ccccc2)CC1,4.3,-1.0,0.0,0.0,-0.8,x,x,4.9
FC(F)(F)c1cccc(CN2CCN(c3ncccn3)CC2)c1,x,0.6,-0.1,x,-3.6,2.5,-7.1,x
O=C([C@@H]1[C@@H](CO)[C@@H]2Cn3c(cccc3=O)[C@H]1N2CC1CCCCC1)N1CCOCC1,17.6,9.7,0.0,-0.2,x,56.5,13.2,-7.2
CCc1ccc(CNC(=O)C2CCCN(S(=O)(=O)N(CC)c3ccccc3)C2)cc1 (configuration not stated),1.7,3.7,0.0,x,28.7,2.5,-8.1,1.4
COC(=O)CCCC1=CC2=C(c3ccccc3)C(=O)C(C)(OC(=O)C3CCCC3)C(=O)C2=CN1C1CCCC1 (configuration not stated),-2.0,1.6,0.0,1.4,5.0,-0.1,-13.6,-17.7
CN(C)c1ccc(NC(=O)Nc2csc3ccccc23)cc1,-1.7,-34.5,0.0,x,6.7,-6.2,-12.8,x
CCOc1cc(/C=N/NC(=O)COc2nc(C)cc(COC)c2C#N)ccc1O,-3.9,0.2,0.0,x,-7.0,-2.9,-10.3,x
